# RGS4 inh: human RGS4 inhibition; P49798; Transcreener GDP fluorescence polarization, RGS4-accelerated GTP hydrolysis; Potency, µM (top dose mostly 114 µM), for the others: at the top dose activity change, negative = inhibition, usual class: inhibitors; 390,000 compounds, 0.039% hits; further: potency means the concentration at half of the fitted maximal effect; on the % scale 0 is the no-effect control and ±100 the full control effect; nearly all actives have a fitted effect of over 75% in size; some results filed as inactive show a strong effect at the top dose
# Target sequence (P49798 whole entry, looked up): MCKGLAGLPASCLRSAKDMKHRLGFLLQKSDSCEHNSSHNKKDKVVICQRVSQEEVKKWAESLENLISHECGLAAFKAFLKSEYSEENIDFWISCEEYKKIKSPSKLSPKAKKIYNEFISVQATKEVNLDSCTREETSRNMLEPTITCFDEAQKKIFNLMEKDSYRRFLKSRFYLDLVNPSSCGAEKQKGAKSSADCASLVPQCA
#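 MLSMR compounds (23 nl, pin-transferred) preincubated 10 min at room temperature with a 500nM (2x) first reagent, then RGS4 at 900nM (2x) plus Transcreener GDP mix added; fluorescence polarization (620/688 nm) read before and after 90 min at 30 °C.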
# JMJD2A Tudor: inhibitors of human JMJD2A Tudor domain | O75164 | AlphaScreen JMJD2A-Tudor / H3K4me3 peptide binding | Potency, µM (series often up to 114 µM), inactives show at the highest dose activity change, negative = inhibition, usual class: inhibitors | 390,000 compounds, 4.4% hits | AID 504339; further: potency means the concentration at half of the fitted maximal effect; on the % scale 0 is the no-effect control and ±100 the full control effect; nearly all actives have a fitted effect of over 50% in size
# G9a inh: inhibitors of human histone lysine methyltransferase G9a; Q96KQ7; G9a H3K9 monomethylation, AlphaScreen, 2 h; Potency, µM (titrated, usually from 102 µM), without a hit: top-dose activity, negative = inhibition, most hits filed as inhibitors; 350,000 compounds, 8.8% hits; AID 504332; further: potency means the concentration at half of the fitted maximal effect; on the % scale 0 is the no-effect control and ±100 the full control effect; nearly all actives have a fitted effect of over 75% in size
# Target sequence (Q96KQ7 913-1193 limits assumed): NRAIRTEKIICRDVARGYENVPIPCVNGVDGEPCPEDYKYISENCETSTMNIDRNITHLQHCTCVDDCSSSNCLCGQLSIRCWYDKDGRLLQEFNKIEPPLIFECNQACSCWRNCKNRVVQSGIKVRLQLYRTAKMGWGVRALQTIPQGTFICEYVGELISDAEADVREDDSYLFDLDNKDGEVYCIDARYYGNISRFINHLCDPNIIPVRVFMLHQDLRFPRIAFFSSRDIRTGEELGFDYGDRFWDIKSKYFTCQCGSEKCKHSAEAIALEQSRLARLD
#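 Readings reflect AlphaScreen signal from monomethyl-H3K9 antibody detection. HMT at 20 nM; substrate b-H3K9 500 nM; cofactor SAM 20 uM; 2 h RT reaction; compounds tested as titrations in qHTS with 15 min preincubation.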
# BAZ2B block: BAZ2B (human) inhibition; AlphaScreen BAZ2B-H3K14Ac peptide displacement; 360,000 compounds, 4.4% hits; AID 504333; Q9UIF8; Potency, µM (doses to about 114 µM), for the others: top-dose activity change, negative = inhibition, hits mostly inhibitors; further: potency means the concentration at half of the fitted maximal effect; on the % scale 0 is the no-effect control and ±100 the full control effect; nearly all actives have a fitted effect of over 60% in size
#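 Multi-concentration screen (max 110 uM) measuring displacement of acetylated histone H3 peptide from BAZ2B by AlphaScreen, using 50 nM protein, 50 nM peptide and 10 ug/mL streptavidin donor plus Ni-chelate acceptor beads.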
# GLS inhibitor: glutaminase GLS (human) inhibition. AID 624170. GLS enzymatic activity, qHTS titration. 410,000 compounds, 0.21% hits. O94925. Potency, µM (highest dose often 45.5 µM), for inactives: top-dose activity change, negative = inhibition, hits mostly inhibitors; further: potency means the concentration at half of the fitted maximal effect; on the % scale 0 is the no-effect control and ±100 the full control effect
#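 Read-out is an Amplex red fluorescence increase coupled through glutamate oxidase and HRP, measured before and after 30 min room-temperature incubation. hKGA is in 45 mM KH2PO4 (pH 8.2) with 0.02% Tween-20; glutamine added as 1mM solution.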
# ERG Ets-DNA blk: ERG Ets/DNA interaction inhibition; Potency, µM (highest dose often 76.9 µM), for inactives: at the top dose FP activity, negative = inhibition, hits mostly inhibitors; P11308; 370,000 compounds, 0.028% hits; fluorescence polarization, His-ERG Ets domain / labelled DNA; AID 624246; active means well fitted inhibition curve with a large enough effect in the polarisation, with a control signal flat; inconclusive means small, poorly fitted or top-dose-only effect, or effect the other way, or a change in a side signal; inactive means no such curve, though single readings can be large or run the other way; the % refers to the polarisation;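 further: polarization taken with two DNA probes labelled with fluorescein and Texas red; potency means the concentration at half of the fitted maximal effect; % of control where 0% means no effect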
#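 His-tagged ERG Ets domain (1 uM in the protein solution; 300mM KCl, 50mM Tris-HCl, 1mM EDTA, 1mM DTT, pH 7.5) received compound, then a probe mix of 5 nM fluorescein-DNA and 100nM Texas-615-DNA. Fluorescence polarization was read for both dyes.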
# PI4K2A block: PI4K2A (human) kinase inhibition; purified PI4K2A, ADP-Glo luminescence, 1 h; hits give low values; 420,000 compounds, 0.13% hits; activity change, negative = inhibition, % at 76.9 µM; AID 1346378; Q9BTU6; in the data active means activity change below about -50%; inconclusive means mostly about -30% to -49%;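 further: -100% = wells without enzyme as full effect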
# Target sequence (Q9BTU6 whole entry, looked up): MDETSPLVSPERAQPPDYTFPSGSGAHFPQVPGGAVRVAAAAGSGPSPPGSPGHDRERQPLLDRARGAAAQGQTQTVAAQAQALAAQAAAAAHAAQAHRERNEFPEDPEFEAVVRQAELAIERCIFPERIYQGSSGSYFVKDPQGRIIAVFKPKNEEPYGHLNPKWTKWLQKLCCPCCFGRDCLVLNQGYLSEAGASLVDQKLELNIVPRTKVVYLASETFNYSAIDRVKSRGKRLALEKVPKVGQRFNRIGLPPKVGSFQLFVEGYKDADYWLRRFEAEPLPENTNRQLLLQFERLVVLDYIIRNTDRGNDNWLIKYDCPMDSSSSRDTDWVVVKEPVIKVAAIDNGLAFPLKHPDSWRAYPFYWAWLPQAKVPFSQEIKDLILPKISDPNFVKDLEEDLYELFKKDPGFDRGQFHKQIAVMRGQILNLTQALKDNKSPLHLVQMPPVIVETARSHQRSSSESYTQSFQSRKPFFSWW
#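 In this quantitative HTS, ADP production by PI4K2A was quantified luminescently after 1 h at ambient temperature; 100 microM adenosine served as plate-quality control.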
# HP1b binding inh: blocks HP1-beta chromodomain binding to methylated histone tails. P83916. AlphaScreen HP1-beta / biotin-H3K9me3 peptide binding. Potency, µM (titrated, usually from 114 µM), for inactives: top-dose activity change, negative = inhibition, usual class: inhibitors. 390,000 compounds, 0.56% hits. AID 540317; further: potency means the concentration at half of the fitted maximal effect; nearly all actives have a fitted effect of over 70% in size; inactives centre near 23
#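 Compound inhibition of the preformed complex between 50 nM HP1-beta and 50 nM biotinylated H3K9me3 peptide was read by AlphaScreen. Buffer was PBS pH 7.4 with 0.01% Tween-20. Incubations ran 30 min at room temperature, with 10 ug/mL donor/acceptor beads.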
# 12-LOX inh: blocks human arachidonate 12S-lipoxygenase. purified 12hLO, xylenol orange hydroperoxide absorbance. Potency, µM (series often up to 108 µM), inactives show at the highest dose activity change, negative = inhibition, usual class: inhibitors. 580,000 compounds, 1.1% hits; further: potency means the concentration at half of the fitted maximal effect; on the % scale 0 is the no-effect control and ±100 the full control effect
#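 Purified human 12hLO (150 nM final) in 25 mM Hepes, 0.01% Triton X-100, pH 7.0 was preincubated 15 min at room temperature with compound. Then 40 uM arachidonic acid was added, 30 min. Hydroperoxide was read by Fe-XO absorbance ratio 573/405 nm.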
# Starred values were filed as active, the others as inactive; ? = inconclusive; . = no result given; [ ] = another dose, or the depositor's remark. Unless noted, the call rests on the fitted dose curve; in most records, active means well fitted curve in the direction sought with a large enough effect; inconclusive means small, poorly fitted or top-dose-only effect, or another doubt; inactive means no such curve, though single readings can be large; an effect the other way counts as inactive or inconclusive. This is a subset. The share of hits here may be higher or lower than overall.
# Start of the data: the first three records (preview)
SMILES,RGS4 inh,JMJD2A Tudor,G9a inh,BAZ2B block,GLS inhibitor,ERG Ets-DNA blk,PI4K2A block,HP1b binding inh,12-LOX inh
CCC(=O)c1ccccc1OCCCn1cncn1,17.6%,-3.5%,-3.2%[59 µM],-0.1%,12.1%,-0.4%,4.7,10.7%,-4.8%
CCC(C)(C)C1CCc2[nH]nc(C(=O)NCC3CC3)c2C1 (stereo not drawn),-3.4%,-15.5%,1.9%[2.33 µM],10.7%,-1.6%,-8.4%,-1.3,48.4%[activator],6.5%
Cc1cccc(CSC2=CS(=O)(=O)c3ccccc3N2)c1,-26.7%[11.4 µM],19.2%[11.4 µM],-10.9%,4.8%,-0.8%,6.7%,-8.2,-10.6%,-17.7%

# This part in full, repeating the preview:
SMILES,RGS4 inh,JMJD2A Tudor,G9a inh,BAZ2B block,GLS inhibitor,ERG Ets-DNA blk,PI4K2A block,HP1b binding inh,12-LOX inh
CCC(=O)c1ccccc1OCCCn1cncn1,17.6%,-3.5%,-3.2%[59 µM],-0.1%,12.1%,-0.4%,4.7,10.7%,-4.8%
CCC(C)(C)C1CCc2[nH]nc(C(=O)NCC3CC3)c2C1 (stereo not drawn),-3.4%,-15.5%,1.9%[2.33 µM],10.7%,-1.6%,-8.4%,-1.3,48.4%[activator],6.5%
Cc1cccc(CSC2=CS(=O)(=O)c3ccccc3N2)c1,-26.7%[11.4 µM],19.2%[11.4 µM],-10.9%,4.8%,-0.8%,6.7%,-8.2,-10.6%,-17.7%
Cc1ccc(S(=O)(=O)/C(C#N)=C/c2c(N3CC(C)OC(C)C3)nc3c(C)cccn3c2=O)cc1 (stereo not drawn),19.9%,8.4%,-31.0%[59 µM],-7.2%,.,-0.2%,1.3,8.8%,?
CNC(=O)OCc1nc(SSC(C)(C)C)n(C)c1COC(=O)NC,-21.2%,-13.9%,.,.,0.5%,-8.7%,3.8,30.9%,5.3%
N#CC1C(=O)NC(N2CCN(c3ccccc3)CC2)=NC12CCCCC2 (stereo not drawn),-27.8%,-6.6%,3.7%,-0.9%,61.5%[activator],4.9%,3.0,70.4%[activator],0.0%
Cc1ccc(CNC(=O)CS(=O)(=O)c2cn(CC(=O)N3CCOCC3)c3ccccc23)cc1,-20.0%,-4.2%,25.1µM*,1.0%,12.8%,-12.3%,-5.0,35.6%,-13.2%
CN1C(=O)C2(c3ccccc31)c1c(oc3ccccc3c1=O)C(=O)N2CCCO (stereo not drawn),-24.4%,-12.8%,7.1%,0.3%,-11.9%,-12.1%,-3.9,21.5%,474.0%[activator]
COc1ccc(Cc2nc(C)cc(Cl)n2)cc1[N+](=O)[O-],-34.2%,2.8%,?,-21.9%,4.0%,1.1%,-12.8,58.4%[activator],-26.7%
Cn1c(=O)c2cn(Cc3ccc(Cl)cc3)cc2n(C)c1=O,1.8%,-12.6%,15.8µM*,-34.8%,0.4%,1.5%,2.8,16.3%,-28.0%
Brc1ccc2nc(-c3c[nH]c4ccccc34)cn2c1,12.4%,?,50.1µM*,44.7µM*,4.1%,1.6%,2.8,?,-14.0%
COc1ccc(NC(=O)N2CCC(C(=O)c3ccc(F)cc3)CC2)cc1,4.4%,-8.6%,11.2%[59 µM],3.3%[57.1 µM],14.4%,-8.2%,1.8,30.1%,-13.3%
COc1ccc(/C=C/C(=O)NC(=S)NNC(=O)c2cccnc2)cc1,-42.8%,-17.0%,?,1.7%,14.8%,-4.7%,4.0,10.0%,-4.6%
CC(C)Nc1nc(-c2ccccc2)nc(-n2ccnc2)n1,7.7%,0.0%,8.2%[59 µM],3.0%,3.5%,1.4%,7.7,41.9%[activator],-24.7%
Cc1ccc(OCC(=O)Nc2sc3c(c2C#N)CCC3)cc1C,20.2%,-14.3%,-0.1%[59 µM],?,23.3%,-10.0%,-1.8,-6.9%,0.0%
Cc1ccc(-c2nc3ccccc3c(C(=O)NCc3cccs3)c2C)cc1,?,-29.2%,10.2%[12.7 µM],-6.2%,-0.2%,-1.3%,-0.5,37.8%,?
CC(=O)N(Cc1cc(=O)[nH]c2ccccc12)c1cccc(C)c1,-50.4%,31.6µM*,?,-6.3%,11.1%,1.5%,1.0,-24.9%,?
Cc1cccc(N2CCN(C(=O)c3csc4ccccc34)CC2C)c1 (stereo not drawn),1.7%,?,50.1µM*,?,11.8%,3.3%,-1.0,-17.0%,-23.6%
O=C(C(=O)N1CCOCC1)c1cn(CC(=O)N2CCc3ccccc3C2)c2ccccc12,45.4%,0.0%,-1.7%,-6.0%,2.2%,1.8%,0.0,25.1%,11.3%
Cc1c2cnn(CC(=O)NCCc3ccccc3)c(=O)c2c(C)n1Cc1ccccc1Cl,-9.9%,-17.8%,-0.8%[59 µM],1.5%,3.6%,5.9%,-2.6,12.4%,4.6%
Cn1ncc(N2CCN(S(=O)(=O)c3ccc(Br)cc3)CC2)c(Cl)c1=O,0.2%,-7.9%,-26.9%,-6.1%,0.4%,-0.4%,-4.1,25.2%,-15.6%
CCOC(=O)C1=C(CC)Nc2ccccc2N/C1=N\S(=O)(=O)c1ccccc1F,25.5%,-9.0%,14.7%[59 µM],9.0%,5.2%,11.6%,-1.7,32.9%,0.0%
CCOc1ccc(N=C(NC#N)SCC(=O)NC2CC2)cc1,5.9%,-18.6%,17.9%,6.0%,-10.5%,4.8%,3.9,7.4%,17.3%
O=C(CCCOc1ccccc1)N1CCN(S(=O)(=O)c2ccc(Cl)cc2)CC1,-12.3%,-1.4%,-6.0%[59 µM],-3.3%,-1.3%,-4.7%,1.6,25.0%,-29.6%
O=C(Nc1cccc(Cl)c1N1CCOCC1)c1ccc(Br)o1,-9.2%,-13.8%,26.8%,?,3.0%,0.4%,-10.1,19.4%,0.0%
# Carrying on:
SMILES,RGS4 inh,JMJD2A Tudor,G9a inh,BAZ2B block,GLS inhibitor,ERG Ets-DNA blk,PI4K2A block,HP1b binding inh,12-LOX inh
Cc1cccc2c(=O)c(-c3ccc(Cl)cc3)c(NC(=O)c3ccco3)oc12,10.7%,-14.5%,.,-11.1%,1.8%,9.4%,2.5,16.9%,?
CSc1ccc(C(=O)C2CCCN(C(=O)CN3CCOC3=O)C2)cc1 (stereo not drawn),10.9%,10.9%,5.0%,-0.9%,-3.7%,-17.1%,0.2,27.1%,0.0%
COc1cccc(-n2c(CN3CCN(c4ccc(C)cc4)C(C)C3)nc3ccc([N+](=O)[O-])cc3c2=O)c1 (stereo not drawn),-34.3%,?,?,-37.7%,-1.3%,2.7%,-3.0,-13.2%,-19.6%
O=C(OCC(=O)N1CCCc2ccccc21)c1ccccc1OC(F)F,-2.1%,13.1%,.,.,-8.6%,-1.0%,-3.5,3.1%[57 µM],6.8%
NC(=O)C1CCN(C(=O)CNC(=O)c2ccc(F)cc2)CC1,7.8%,-1.4%,.,.,-11.7%,-18.1%,2.4,23.8%,-9.7%
CCOC(=O)c1ccccc1NC(=O)CN1C(=O)CCS(=O)(=O)c2ccccc21,-14.7%,-4.1%,-2.9%[59 µM],10.8%,-3.5%,-4.4%,-16.1,40.1%[activator],0.0%
CCN(CC)S(=O)(=O)c1ccc(C(=O)NCC2CCCCC2)cc1,16.8%,-5.0%,-19.9%,7.5%,11.4%,5.0%,0.8,-2.4%,10.1%
CCCC(=O)Nc1nc(-c2ccc3c(c2)OCCO3)cs1,-13.4%,-10.6%,?,-20.7%,-6.1%,12.0%,7.6,21.9%,?
O=C(O)c1ccc(N2C(=O)CCCC2=O)cc1,0.0%,-4.9%,5.6%,-4.3%,-2.0%,-21.1%,4.9,46.5%[activator],-11.5%
Cc1c(NS(C)(=O)=O)cccc1-c1nc2cccnc2s1,-19.2%,-10.9%,4.3%,1.9%,2.8%,-4.3%,-3.3,30.6%[activator],0.0%
Cc1ccc(NC(=O)Cn2cc(C(F)(F)F)cc(Cl)c2=O)cc1Cl,19.6%,-15.3%,-30.6%,-17.8%,5.8%,-0.7%,-4.0,11.9%,2.3%
COc1ccc(CCNC(=O)c2ccc3c(c2)N(Cc2cccc(Cl)c2)C(=O)c2ccccc2S3=O)cc1OC (stereo not drawn),-2.8%,-15.1%,?,-12.1%,-6.0%,0.8%,-9.9,-12.8%,-21.7%
OCCNC(=S)Nc1ccc2c(c1)OCCO2,-0.3%,-7.8%,.,-2.6%,?,2.0%,0.3,30.4%,25.5%
COc1ccc(C(=O)NC(C)c2nc3ccccc3[nH]2)cc1OC (stereo not drawn),-4.2%,4.3%,26.2%[59 µM],-3.9%,-1.7%,1.5%,6.8,10.9%,-3.4%
O=C(COn1nnc2ccc(C(F)(F)F)cc21)Nc1c(Cl)cccc1Cl,20.0%,-11.6%,-11.4%[59 µM],6.5%,0.1%,-9.3%,1.6,2.8%,-6.2%
Cc1cccc(/C(N)=N/OC(=O)COc2ccc(Cl)c(C)c2)c1,-2.9%,-11.1%,?,22.5%,0.6%,-2.1%,3.0,23.4%,19.4%
COc1cccc(NC(=O)CN2C(=O)C(=O)N(C3CCCC3)C2=O)c1,11.7%,-0.7%,.,.,-0.9%,1.9%,-1.1,9.0%,-10.1%
CCOc1c(Cl)cc(/C=C/C(=O)N(CC)CC(=O)Nc2ccc(NC(C)=O)cc2)cc1OC,-7.7%,-25.0%,?,-7.9%,3.0%,.,-0.7,11.9%,-6.5%
CC(C)CNC(=O)CN1C(=O)NC(Cc2c[nH]c3ccccc23)C1=O (stereo not drawn),16.5%,-11.0%,-5.3%,-12.6%,-7.0%,8.6%,9.3,19.7%,-6.0%

# Compound activity (PubChem BioAssay)
